Compound activity from PubChem BioAssay.
NCI-60 one-dose screen, 48 h, at 10 µM unless noted. Numbers give growth in % (100 = growth as untreated, 0 = no growth, -100 = all killed).
NCI-H522 – NCI-H522 lung cancer; hit rate 8% among 78,000; AID 1794739
OVCAR-4 – OVCAR-4 ovarian cancer cells | hit rate 3.7% among 80,000 | AID 1794784
SK-OV-3 – SK-OV-3 ovarian cancer cells; hit rate 3.2% among 80,000; AID 1794785
NCI-H226 – NCI-H226 lung cancer. hit rate 3.5% among 79,000. AID 1794732
NCI-H322M – NCI-H322M lung cancer | hit rate 2.7% among 80,000 | AID 1794733
NCI-H460 – NCI-H460 lung cancer; hit rate 6.8% among 82,000; AID 1794736
NCI/ADR-RES – NCI/ADR-RES ovarian cells; AID 1794790; hit rate 4.4% among 81,000
NCI-H23 – NCI-H23 lung cancer | AID 1794731 | hit rate 4% among 80,000
IGROV1 – IGROV1 ovarian cancer. AID 1794786. hit rate 4.7% among 79,000
Starred values were filed as active, the others as inactive; . = no result given; & = joins results of further samples; ! = a repeat was not active; [ ] = remark or other dose. Rule for the calls: active = growth percent below 10; inactive = the rest.

SMILES	NCI-H522	OVCAR-4	SK-OV-3	NCI-H226	NCI-H322M	NCI-H460	NCI/ADR-RES	NCI-H23	IGROV1
CC(=O)c1ccc(C(=O)NCC2CCC3(CC2)OOC2(CCCCC2)OO3)cc1	60.8	75.4	99.6	85.8	89.8	88.1	17.4	22.8	12.2
O=C1NC(=S)NC(=O)C1=Cc1ccc(OCC(=O)N2CCCC2)cc1	94.1	102.9	96.3	99.9	91.2	106.3	103.3	98.3	99.2
COc1cc(/C=C/[N+](=O)[O-])cc(OC)c1OC	-54.8*	34.2	89.9	.	36.1	6.3*	27.3	45.0	-22.0*
Nc1ccc([As](=O)(O)O)cc1	126.5	110.7	107.0	109.7	104.8	114.7	111.1	103.3	111.1
CC1OC(=O)C(C(C)C)NC(=O)C(C(C)C)OC(=O)C(C(C)C)NC(=O)C(C)OC(=O)C(C(C)C)NC(=O)C(C(C)C)OC(=O)C(C(C)C)NC(=O)C(C)OC(=O)C(C(C)C)NC(=O)C(C(C)C)OC(=O)C(C(C)C)NC1=O (configuration not stated)	-21.2*	-17.0*	-13.3*	0.1*	-3.4*	-11.9*	0.6*	-2.2*	-25.0*
COC(=O)C1=C(OC)C(=O)OC12C(=O)N(C)c1ccc(Cl)cc12 (configuration not stated)	87.8	60.0	87.1	.	106.4	117.3	115.7	109.7	96.4
COc1ccc(N(CC(=O)NCCC[Te]c2ccccc2)C(=O)CNC(=O)OC(C)(C)C)cc1	-0.5*	117.7	-8.0*	1.4*	-7.0*	-23.9*	1.8*	-15.5*	4.9*
c1ccc2c3c([nH]c2c1)CN1CCCCC1C3 (configuration not stated)	94.1	112.5	99.6	97.8	.	103.9	92.7	90.3	93.2
C#COc1cccc(Nc2ncnc3cc(NC(=O)CF)ccc23)c1	-25.3*[6.25 µM]	75.0[6.25 µM]	34.8[6.25 µM]	83.4[6.25 µM]	70.5[6.25 µM]	21.4[6.25 µM]	35.3[6.25 µM]	81.4[6.25 µM]	52.4[6.25 µM]
O=c1cc(CCl)occ1O	102.1	105.5	100.6	104.5	93.4	106.1	102.6	102.3	100.7
Fc1ccc(N2COOC3(CCCCC3)OOC2)cc1	91.0	103.4	103.9	102.5	95.3	110.3	104.6	95.9	102.2
CC(C)(NC(=O)O[C@@H]1CN2CCC1CC2)c1csc(-c2cccc(O)c2)n1	81.9	103.1	102.3	88.7	85.8	102.0	101.0	94.7	90.0
CCC/C(=N/OC(=O)N(C)C)c1ccccc1	93.6	.	102.0	101.8	96.0	117.0	96.9	115.6	102.4
Nc1cccc(P(N)(N)=O)c1	104.8	116.5	89.6	111.9	119.3	104.3	105.5	103.0	123.4
CC(Cl)CN(C)Cc1ccccc1 (configuration not stated)	83.3	103.7	91.3	95.7	121.6	119.9	97.8	101.7	93.1

One compound at a time, from the list above. Order of values: NCI-H522 | OVCAR-4 | SK-OV-3 | NCI-H226 | NCI-H322M | NCI-H460 | NCI/ADR-RES | NCI-H23 | IGROV1
Nc1cccc(P(N)(N)=O)c1 as listed: 104.8 | 116.5 | 89.6 | 111.9 | 119.3 | 104.3 | 105.5 | 103.0 | 123.4
Nc1ccc([As](=O)(O)O)cc1 as listed: 126.5 | 110.7 | 107.0 | 109.7 | 104.8 | 114.7 | 111.1 | 103.3 | 111.1
CC(C)(NC(=O)O[C@@H]1CN2CCC1CC2)c1csc(-c2cccc(O)c2)n1 as listed: 81.9 | 103.1 | 102.3 | 88.7 | 85.8 | 102.0 | 101.0 | 94.7 | 90.0
C#COc1cccc(Nc2ncnc3cc(NC(=O)CF)ccc23)c1 as listed: -25.3*[6.25 µM] | 75.0[6.25 µM] | 34.8[6.25 µM] | 83.4[6.25 µM] | 70.5[6.25 µM] | 21.4[6.25 µM] | 35.3[6.25 µM] | 81.4[6.25 µM] | 52.4[6.25 µM]

The list goes on.
SMILES	NCI-H522	OVCAR-4	SK-OV-3	NCI-H226	NCI-H322M	NCI-H460	NCI/ADR-RES	NCI-H23	IGROV1
COc1ccc2c(c1O)[C@]13CCN(C)[C@H](C2)[C@@H]1CCC(=O)C3	53.2	105.2	107.9	103.2	108.9	109.7	99.8	105.2	109.8
C/C(=C\c1ccn(-c2ccc(N)cc2C(F)(F)F)n1)[C@@H]1C[C@@H]2O[C@]2(C)CCC[C@H](C)[C@H](O)[C@@H](C)C(=O)C(C)(C)[C@@H](O)CC(=O)O1	0.5*	69.7	0.9*	59.4	23.4	9.2*	1.7*	19.9	43.5
CN(N=O)c1ccccc1	100.1	106.5	103.1	99.7	103.0	103.2	106.7	100.1	110.3
Cc1cc(-c2nc3cc(F)ccc3[se]2)cc(F)c1N	83.1	63.3	73.6	34.9	83.8	23.1	98.7	59.5	37.3
COC(=O)C1=COC(C)C2CN3CCc4c([nH]c5cc(OC)ccc45)C3CC12 (configuration not stated)	97.1	104.8	92.2	106.5	94.2	110.3	114.1	114.4	103.2
c1cc(CCN2CCCC2)ccn1	106.3	108.0	96.1	105.3	99.7	113.2	145.0	127.3	136.4
O=[N+]([O-])c1ccc(OP(=O)(CCl)N(CCCl)CCCl)cc1 (configuration not stated)	74.8	104.1	105.9	98.9	102.7	104.7	101.1	107.7	103.8
CCCCCN(CCCl)C1c2ccccc2-c2ccccc21	82.6	89.3	91.5	99.8	99.2	96.3	90.4	82.6	81.7
S=P(NCCS)(N1CC1)N1CC1	89.9	109.5	92.2	114.2	104.4	112.2	123.1	108.8	104.7
COc1ccc(CCNC2(C#N)CCCCC2)cc1OC	98.7	103.0	105.0	99.3	103.2	110.6	100.6	101.0	.
Cc1cc(Cl)ccc1OCCCC(=O)O	94.1	99.2	111.7	94.5	115.3	104.2	107.6	98.5	80.7
CC(=O)O[C@@H]1CC[C@]2(C)[C@H]3CC[C@]4(C)C(=O)CC[C@H]4[C@@H]3C[C@@H]3SC(c4cccc(C)c4)=N[C@@]32C1	95.5	122.6	110.5	103.1	101.2	105.3	101.1	104.1	112.8
CC(=O)O[C@@H]1C[C@H]2C(C)(C)C(=O)C=C[C@]2(C)[C@H]2CC[C@]3(C)C(=CC(=O)O[C@H]3c3ccoc3)[C@@]21C	70.2	77.7	76.9	95.8	86.4	45.0	.	72.3	81.7
CCCCCC1(CCBr)C(=O)NC(=O)NC1=O	100.1	111.0	99.1	104.4	117.9	108.0	120.9	109.3	112.5
O=P(O)(O)CCl	72.2	123.0	106.2	97.3	113.1	110.3	109.3	99.0	105.2
COC(=O)C1CCC(NC(=O)c2csc([C@@H](C[C@H](C(C)C)N(C)C(=O)[C@@H](NC(=O)[C@H]3CCCCN3C)C(C)C)OC(C)=O)n2)CC1 (some centres not stated)	-25.0*	45.3	20.8	17.0	47.8	6.1*	11.8	32.0	28.3
O=C(Cl)N1CCOCC1	102.5	108.8	128.8	104.1	108.8	107.0	113.4	110.5	102.9
COc1ccc(/C=C/C(=O)c2nc3ccccc3n2Cc2ccc(Br)cc2)cc1OC	96.7	98.6	103.3	98.9	107.0	106.2	100.4	100.9	117.3
C[C@]12CC[C@H]3[C@@H](C=CC4=CC(=O)CC[C@@]43C)[C@@H]1CC[C@@H]2O	96.1	.	103.4	102.1	102.5	119.7	102.3	104.7	95.4
CC(=O)Nc1ccc([N+](=O)[O-])c(C(F)(F)F)c1	106.3	107.9	101.7	102.0	95.2	107.4	92.8	98.2	97.6
CN(C)C(=O)Oc1ccc(Cl)cc1Cl	93.7	109.0	113.6	97.7	101.9	100.0	107.8	106.1	101.6
CCCCCCCCNP(=S)(NCCCCCCCC)NCCCCCCCC	93.6	100.9	84.3	100.6	96.9	109.2	105.1	102.0	.
CC(C)NCc1ccc2c(c1)OCO2	92.9	103.5	111.4	103.0	114.5	96.5	92.7	93.5	89.4
C=CCN=C1N[C@]23CC(=O)CC[C@]2(C)[C@H]2CC[C@]4(C)C(=O)CC[C@H]4[C@@H]2C[C@@H]3S1	99.5	101.4	109.8	95.0	99.6	96.3	96.3	102.3	108.3
ClCCN(CCCl)c1ccc(C=Nc2ccc(/C=C\c3ccnc4ccccc34)cc2)cc1	50.7	70.7	96.4	65.0	99.3	37.5	66.0	71.1	83.6
COc1cc(/C=C(/C)[N+](=O)[O-])ccc1O	-84.9*	50.6	90.2&92.5	91.0&86.7	91.5&66.7	21.5&43.0	-17.5*!	81.4&61.1	21.3&26.4
O=C1c2ccccc2C(=O)c2c1ccc1ccccc21	76.6	94.3	89.5	108.6	104.0	93.6	87.9	83.7	60.3
Nc1ccc(CCNS(=O)(=O)c2cccc(S(=O)(=O)F)c2)cc1	91.2	101.2	87.5	92.9	92.7	104.4	99.4	101.1	96.5
[N-]=[N+]=NC[C@H]1O[C@](O)(CO)[C@@H](O)[C@@H]1O	87.8	102.6	86.3	77.2	110.8	103.3	98.5	96.6	91.1
COC(=O)[C@@H](C)C[C@H](Cc1ccccc1)NC(=O)c1csc([C@@H](C[C@H](C(C)C)N(C)C(=O)[C@@H](NC(=O)[C@H]2CCCCN2C)C2CC2)OC(C)=O)n1	-45.5*	57.4	21.9	20.5	52.2	14.1	8.3*	22.0	30.8
O=C(NCCS(=O)OO)c1ccccc1 (configuration not stated)	98.8	105.1	95.4	109.4	83.8	102.7	102.8	109.3	98.8
NC(=O)C(Br)c1ccccc1 (configuration not stated)	53.5	89.6	116.8	88.7	99.6	108.2	104.6	89.9	80.3
c1ccc2c(CN3CC3)c[nH]c2c1	109.5	103.1	114.3	100.3	114.8	108.5	.	98.5	115.6
CC[C@H](C)[C@H](NC(=O)Nc1ccccc1)C(=O)N(C)[C@H](C[C@@H](OC(C)=O)c1nc(C(=O)N[C@@H](Cc2ccccc2)C[C@H](C)C(=O)OC)cs1)C(C)C	-44.6*	31.5	25.4	24.5	48.4	1.7*	59.1	23.6	22.2
O=C1CCN(C(=O)c2ccccc2)CC1	94.7	106.7	96.9	98.0	85.9	112.7	103.7	98.9	100.0
CC(=O)Oc1ccc(Cl)cc1	.	97.3	98.1	91.3	105.9	101.2	99.1	94.2	114.4
CC[C@H](/C=C/[C@@H](C)[C@H]1CC[C@@H]2[C@]1(C)CC[C@H]1[C@]23C=C[C@]2(C[C@@H](O)CC[C@]12C)OO3)C(C)C	85.4	109.8	116.2	118.1	89.4	98.7	94.3	96.9	88.1
CCCCCCCCCCOc1ccc(C(=O)Oc2ccc(CSP3(=O)OCC4OC(n5cnc6c(N)ncnc65)C(F)C4OP(=O)(SCc4ccc(OC(=O)c5ccc(OCCCCCCCCCC)cc5)cc4)OCC4OC(n5ccc(=O)[nH]c5=O)C(F)C4O3)cc2)cc1 (configuration not stated)	73.6	108.1	100.9	98.0	106.5	108.1	105.4	108.4	101.0
CC(Nc1ccccc1)C(=O)N1CC1 (configuration not stated)	85.1	.	120.7	89.9	96.5	107.7	105.5	109.1	104.1
CCOP(=O)(NCc1ccco1)OCC	96.8	113.5	101.1	97.8	108.5	104.8	102.1	100.4	111.3
ClC1=C(Cl)C2(Cl)C3C(Cl)C=CC3C1(Cl)C2(Cl)Cl (configuration not stated)	98.3	100.0	113.4	91.2	106.4	98.8	104.2	99.0	106.5
Cc1cc(C)c(C[N+](C)(C)C)c(C)c1C	-39.5*	8.1*	7.4*	11.7	1.2*	5.1*	5.0*	3.6*	7.5*
COCCOCn1c(NN(C)C)c(C(N)=O)c2c(N)ncnc21	123.0	86.4	107.8	98.7	99.3	111.3	85.7	93.3	111.2
CCNC(Cc1ccccc1)c1ccccc1 (configuration not stated)	90.5	.	96.3	102.0	102.3	105.5	103.8	107.4	103.6
C/C=C1/CN2CCC1CC2C(O)c1ccnc2ccc(OCCO)cc12 (configuration not stated)	109.4	113.7	114.4	100.5	114.6	101.1	107.5	104.8	116.5
CN(C)CCc1ccc(OC(=O)c2ccc([N+](=O)[O-])cc2)cc1	93.0	98.0	110.5	.	.	108.5	104.2	115.7	114.6
ClC1=C(Cl)[C@@]2(Cl)[C@H]3[C@H]4C[C@H]([C@@H]5O[C@H]45)[C@H]3[C@@]1(Cl)C2(Cl)Cl	81.8	94.6	121.9	89.0	108.7	93.6	86.4	86.2	110.4
CC(Cl)CNCc1ccccc1 (configuration not stated)	63.1	110.1	82.8	91.9	98.1	104.0	98.3	102.4	103.0
O=C(CN1CCCCC1)c1ccc(Cl)c(Cl)c1	76.3	94.4	97.4	101.1	93.2	108.9	96.1	93.3	91.8
O=C(O)C(Cl)(Cl)C(F)(F)F	101.7	104.3	109.8	105.7	106.4	102.4	101.9	100.0	103.6
COC(=O)CC[C@H](Cc1ccccc1)NC(=O)c1csc([C@@H](C[C@H](C(C)C)N(C)C(=O)[C@@H](NC(=O)[C@H]2CCCCN2C)C(C)C)OC(C)=O)n1	9.3*	52.3	35.4	83.0	51.0	21.7	30.4	51.0	15.3
CC(C)=CC1C(C(=O)OCc2ccc(C)cc2C)C1(C)C (configuration not stated)	97.4	101.9	96.3	80.6	99.3	104.0	94.8	92.8	105.6
CCOP(=O)(CC=O)OCC	103.8[100 µM]	113.9[100 µM]	114.5[100 µM]	104.8[100 µM]	105.5[100 µM]	111.5[100 µM]	105.2[100 µM]	107.9[100 µM]	116.5[100 µM]
Cc1cccc(N(C)c2cccc3c2C(=O)[Se]C3)c1C	.	40.7	187.7	36.6	72.8	62.8	13.6	31.2	28.2

Some of the compounds tested (hit frequency here may not be typical).
